Compound activity deposited in PubChem by several laboratories.
Rtt109 HAT inh – blocks Candida albicans Rtt109/Vps75 acetyltransferase activity | Q5AAJ8 | purified Rtt109/Vps75, ThioGlo CoA-SH fluorescence, 4 h | inhibition, % at 34.9 µM | 330,000 tested, 0.16% active | AID 540336;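 active = inhibition of at least 50% in every replicate; inconclusive = best replicate reaches 50% inhibition but some replicates fall short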
Target sequence (Q5AAJ8 whole entry, looked up): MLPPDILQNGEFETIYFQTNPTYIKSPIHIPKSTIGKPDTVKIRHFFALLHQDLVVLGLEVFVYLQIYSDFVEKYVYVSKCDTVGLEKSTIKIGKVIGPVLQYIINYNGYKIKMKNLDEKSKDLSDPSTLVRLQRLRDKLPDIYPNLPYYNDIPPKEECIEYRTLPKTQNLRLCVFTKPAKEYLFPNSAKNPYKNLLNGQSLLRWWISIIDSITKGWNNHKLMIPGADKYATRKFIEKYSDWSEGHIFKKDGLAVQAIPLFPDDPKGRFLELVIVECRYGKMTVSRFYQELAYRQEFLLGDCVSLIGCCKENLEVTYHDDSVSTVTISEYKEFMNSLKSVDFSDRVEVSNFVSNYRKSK
CAL PDZ FP-1 – inhibitors of human CAL PDZ peptide binding; Q9HD26; purified CAL PDZ, TMR-peptide fluorescence polarization, 1 h; inhibition, % at 24.9 µM; 300,000 tested, 0.92% active; AID 602252;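 active = mean inhibition of at least 30% with at least half of replicates also reaching 30%; inconclusive = no clear call, values can overlap the other calls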;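 also: 0% = DMSO neutral control and 100% = excess unlabeled competitor peptide PRC23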
SR-BI DiI-HDL act – enhances SR-BI lipid uptake from DiI-HDL. CHO ldlA[mSR-BI] cells, DiI-HDL uptake fluorescence, 3 h; 100 = double the neutral-control signal. activation, % at 12.5 µM. 320,000 tested, 0.096% active;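 active = mean replicate activation of at least 60% and every replicate at or above 60%; inconclusive = mean or all-replicate condition met, but not both; inactive = mean below 60% and not all replicates reaching 60%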;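 also: 0% = median plate neutral-control signal and 100% = twice that signal; values of inactives mirror those of a sister screen read the other way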
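system = CHO ldlA[mSR-BI] cells, LDL receptor-null, SR-BI overexpressing | medium = Ham's F12 with 0.5% BSA, HEPES 25 mM, pH 7.4 | probe or stimulus = DiI-HDL 10 µg/mL | compound dosing = single-point compound dose | incubation = compound exposure 3 h, 37 °C | technique = DiI fluorescence, bottom read | read-out = cell-associated DiI fluorescence as measure of HDL uptake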
Keap1-Nrf2 PPI – inhibitors of human Keap1-Nrf2 protein-protein interaction | inhibition, % at 9.4 µM | AID 504523 | Keap1 Kelch-Nrf2 peptide fluorescence polarization, 1536-well | Q14145 | 340,000 tested, 0.15% active; in the data active = inhibition above about 12%; inconclusive = no clear call, values can overlap the other calls; inactive = below about 7.3%;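 also: human Keap1 Kelch domain with fluorescein labeled Nrf2 9mer peptide probe; 0% = neutral control wells and 100% = peptide positive control; higher means more block of Keap1 binding to Nrf2 peptide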
cardiac RTF act – increases calcium sensitivity of human cardiac regulated thin filaments; P19429+P45379; IANBD-labeled TnC RTF fluorescence at EC20 calcium; 0% EC20 calcium, 100% full calcium; activation, % at 7.2 µM; 340,000 tested, 0.24% active;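 active = activation above the mean over all tested compounds plus 3 SD, cut at about 30% in these data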;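 also: rise in fluorescence read as greater calcium sensitivity of cardiac thin filaments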
PKA-R2B act – activates the human PKA-R2B holoenzyme complex; P22694+P31323; AID 504700; 340,000 tested, 0.079% active; PKA-R2B holoenzyme dissociation, Cy5-IP20 fluorescence polarization; R2B truncated from residue 108, S112A mutant; 0% DMSO only, 100% 113 µM cGMP; activation, % at 11.4 µM;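 active = activation above a cutoff set at the mean over all compounds plus 3 SD, cut at about 18% in these data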;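 also: higher means more holoenzyme dissociation and a rise in polarization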
DAGLB inh – diacylglycerol lipase beta (human) inhibition; HEK293T DAGLB membrane lysate, EnzChek fluorogenic substrate; inhibition, % at 5.17 µM; 340,000 tested, 0.059% active; AID 504411; in the data active = inhibition above about 34%;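 also: 0% = enzyme with vehicle and 100% = wells lacking enzyme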
Target sequence (Q8NCG7 whole entry, looked up): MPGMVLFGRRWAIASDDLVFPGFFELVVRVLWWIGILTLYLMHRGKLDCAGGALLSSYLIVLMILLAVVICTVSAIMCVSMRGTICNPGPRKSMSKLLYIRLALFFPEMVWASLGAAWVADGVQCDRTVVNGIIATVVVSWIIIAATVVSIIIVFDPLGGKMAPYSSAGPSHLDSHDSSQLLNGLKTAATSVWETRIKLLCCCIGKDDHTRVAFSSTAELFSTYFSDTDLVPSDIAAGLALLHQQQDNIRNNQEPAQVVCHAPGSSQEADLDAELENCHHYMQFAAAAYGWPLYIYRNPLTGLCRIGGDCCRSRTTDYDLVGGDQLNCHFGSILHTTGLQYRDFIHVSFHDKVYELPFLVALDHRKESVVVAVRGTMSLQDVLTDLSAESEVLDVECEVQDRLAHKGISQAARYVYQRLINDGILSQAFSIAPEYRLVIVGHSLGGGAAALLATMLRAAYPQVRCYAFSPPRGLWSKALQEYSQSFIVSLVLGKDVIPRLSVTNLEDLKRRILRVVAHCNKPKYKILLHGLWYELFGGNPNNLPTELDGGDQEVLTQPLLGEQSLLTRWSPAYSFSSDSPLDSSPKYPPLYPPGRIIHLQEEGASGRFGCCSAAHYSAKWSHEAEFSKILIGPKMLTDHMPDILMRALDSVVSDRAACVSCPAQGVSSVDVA
CAL PDZ FP-2 – inhibitors of human CAL PDZ peptide binding; Q9HD26; purified CAL PDZ, TMR-peptide fluorescence polarization, 1 h; inhibition, % at 20 µM; 330,000 tested, 0.02% active; AID 504414;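 active = highest replicate inhibition of at least 40%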;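 also: plate controls were DMSO neutral control wells for no effect and unlabeled competitor peptide control wells for full effect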
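Test system: tagged CAL PDZ domain / Buffer or medium: sodium phosphate/NaCl buffer pH 7.4 with TCEP, IgG, Thesit / Reagent: TMR-labelled reporter peptide T*-PRC34 bound in PDZ groove / Compound dosing: single point, 20 µM / Schedule: 1 h incubation at room temperature before polarization reading / Technique: fluorescence polarization (mP) / Benchmarks: unlabelled peptide, DMSO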
LANA DNA inh – blocks KSHV LANA C-terminal domain binding to DNA. MBP-C-LANA/FAM-LBS DNA binding, fluorescence polarization. inhibition, % at 9 µM. 340,000 tested, 0.078% active. AID 504423;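 active = highest replicate inhibition at or above 60% at 9 µM, even if other replicates fall short; inactive = all replicates below 60% inhibition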;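 also: 0% = neutral control wells and 100% = 4 µM acridine orange control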
Cardiac RTF inh – cardiac RTF calcium desensitization. inhibition, % at 7.15 µM. P19429+P45379. AID 493244. IANBD-labeled cardiac RTF, Ca2+ fluorescence. 340,000 tested, 0.12% active;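 active = inhibition above the mean inhibition of all tested compounds plus 3 SD, cut at about 17% in these data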;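 also: assay run at fixed EC70 calcium of 1.6 mM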
An asterisk follows results filed as active; ? = inconclusive; · = not tested or not shown.

no.	Compound	Rtt109 HAT inh	CAL PDZ FP-1	SR-BI DiI-HDL act	Keap1-Nrf2 PPI	cardiac RTF act	PKA-R2B act	DAGLB inh	CAL PDZ FP-2	LANA DNA inh	Cardiac RTF inh
1	Cc1ccc(C2C(C(=O)c3cc4ccccc4o3)=C(O)C(=O)N2CCN2CCOCC2)cc1 (centres undefined)	10	0	13	-3	-1	-3	-1	-2.7	-1.5	1
2	C#CC[N+](C)(C)CCCCCCCCC	-13	-2	3	0	-3	-1	2	-0.6	0.6	-1
3	COC(=O)Cn1ccc2cc(S(=O)(=O)N3CCCCCC3)ccc21	2	·	-11	-1	-1	-2	0	-1.0	-0.2	-9
4	O=C(Cn1cccc1C(=O)c1ccccc1)NCCC1=CCCCC1	-6	·	-7	-6	5	-6	-3	-0.1	0.7	-4
5	CCOC(=O)C1CCN(C(=O)c2cc3cc(Br)ccc3oc2=O)CC1	1	2	6	2	-3	0	-1	-2.2	-0.3	-38
6	CC(C(=O)NC1CCCc2ccccc21)N1CCN(Cc2ccc3c(c2)OCO3)CC1 (centres undefined)	-2	-4	·	-6	0	-6	-1	-2.7	0.6	-4
7	Cc1sc2nc(CSc3nnnn3-c3ccc(Cl)cc3)[nH]c(=O)c2c1C	2	0	-11	-4	13	7	5	-0.3	2.6	-21
8	O=[N+]([O-])c1cccnc1N1CCC(c2cc(-c3ccc(Cl)cc3)n[nH]2)CC1	-4	-4	-49	-3	2	-2	5	-2.1	0.2	3
9	C[N+](C)(CC#Cc1ccccc1)CC(=O)c1ccccc1	2	-3	-10	0	6	-5	0	0.7	0.7	3
10	COCCn1c(SCC(=O)Nc2c(C)n(C)n(-c3ccccc3)c2=O)nnc1-c1ccncc1	3	·	34	-2	6	3	0	0.3	-1.6	-4
11	COc1ccc(CNC(=O)COC(=O)c2ccc(OCc3c(C)noc3C)cc2)cc1OC	4	-1	40	0	0	0	0	-1.1	-1.0	13
12	COc1cc(/C=C/C(=O)O)ccc1OCc1ccc([N+](=O)[O-])cc1	2	-2	8	-1	-2	0	-1	-0.3	1.2	11
13	Cc1cccn2cc(CNc3ccccc3)nc12	-2	-2	30	-6	2	-2	0	-0.5	0.2	-7
14	CC(/C=C1\SC(=S)N(c2ccc(C(=O)O)cc2)C1=O)=C\c1ccccc1	9	·	·	0	-18	-10	5	-0.9	5.6	7
15	O=C(COc1ccc(Cl)cc1)Nc1ccccc1CO	-2	-2	0	0	-4	-4	-3	0.3	-0.4	-4
16	COc1ccc(CC2(CO)CCN(Cc3cc4ccccc4o3)CC2)cc1	9	-3	-17	-1	-3	4	0	-2.8	1.1	-3
17	COc1ccc(OCc2cc(C(=O)NCC3(C)COC3)no2)c(Cl)c1	-8	-4	-7	-2	-2	-6	1	-1.1	0.0	-11
18	O=C(OCC(=O)N1CCOCC1)c1ccc(F)cc1Cl	7	-3	7	0	-2	4	-1	-0.9	0.1	8
19	O=C(Cn1c(=O)cnc2ccccc21)N1CCCc2ccccc21	-6	5	·	-2	-8	10	-2	-2.8	-0.3	-4
20	Cc1cc(C)cc(NC(=O)CCNC(=O)c2ccc([N+](=O)[O-])cc2)c1	-2	-1	-16	-1	-6	-2	-4	0.4	3.7	-3
21	COc1ccc(C(=O)N/C(=C\c2ccccc2)C(=O)Nc2ccc(C(=O)O)cc2)cc1	-2	0	-8	2	-1	5	-1	0.2	1.2	-9
22	O=S1(=O)CCN2N=C(C34CC5CC(CC(C5)C3)C4)SC2=N1	-6	·	13	1	1	4	-4	-0.7	-1.1	-2
23	CC(C)Cn1c(N)c(C(=O)CSc2nccn2C)c(=O)n(C)c1=O	-6	-5	20	-4	-6	-10	0	1.3	-15	-4
24	CCC(C)[C@H](NC(=O)NC1CCCc2ccccc21)C(=O)O (some centres undefined)	5	-4	-5	1	0	2	0	-0.9	0.9	2
25	COc1ccc(-n2ccc(=O)c3c2CCCC3=O)cc1	0	0	17	3	7	1	2	-1.2	0.3	-4
26	CCC(CC)C(=O)c1c[nH]c(C(=O)NCCc2ccccn2)c1	14	-7	9	-1	-4	6	-3	-0.3	1.4	-1
27	CC1Cc2ccccc2N1C(=O)CN1CCC(n2nnc3cc(C(F)(F)F)ccc32)CC1 (centres undefined)	9	-3	-51	-2	-2	-4	-2	-2.4	-1.1	1
28	COc1cc(Cl)c(CN2CCC(CCC(=O)NC3CC3)CC2)cc1OC	1	-1	-66	-1	1	-2	0	-0.2	-1.8	0
29	CCCCn1c(SCC(=O)Nc2nnc(CC)s2)nc2ccccc2c1=O	-3	·	-13	-3	-1	4	2	0.0	-0.6	-5
30	COc1ccc(NC(=O)CSC(C)c2nc3ccccc3c(=O)[nH]2)cc1 (centres undefined)	-1	-2	20	1	1	7	1	-2.6	1.5	-14
31	O=C(CSc1nc2ccccc2s1)NCC1CCCO1 (centres undefined)	4	-7	20	3	-3	-6	-1	-1.6	0.5	-7
32	C=CCn1c(SCC(=O)Nc2ccc(OC)cc2)nnc1-c1cnccn1	-8	0	20	-3	-5	9	1	-0.5	-0.5	-3
33	COC(=O)C1=C(C)Nc2c(c(=O)n(C)c(=O)n2C)C1c1cccs1 (centres undefined)	2	-2	-2	-4	3	1	0	-0.9	-0.4	-3
34	COc1cccc2sc(=NC(=O)CS(=O)(=O)c3ccc(F)cc3)n(C)c12	0	6	1	1	6	-6	1	-1.7	2.8	-13
35	CC1CCCCC1NC(=O)COC(=O)/C=C/c1ccc2c(c1)OCO2 (centres undefined)	4	0	6	-1	-4	1	-3	-1.2	-1.0	-21
36	CC(C)Sc1nc(SCC(=O)NCc2ccco2)c2c3c(sc2n1)COC(C)(C)C3	-3	2	-9	-8	0	-1	-10	0.2	1.7	1
37	Cc1occc1C(=O)N/N=C/c1cccc2ccccc12	-5	0	-26	4	-8	-3	-3	-2.0	0.7	-1
38	CC(Oc1ccc(Cl)cc1Cl)C(=O)N(C)c1ccccc1 (centres undefined)	4	-2	26	2	-2	-1	-2	-1.3	0.3	1
39	NCC(=O)N1CCC(C(=O)N[C@@H](Cc2c[nH]c3ccccc23)C(=O)O)CC1	-1	12	1	-5	-4	10	3	0.1	-0.9	-6
40	O=C1C2CC=CCC2C(=O)N1c1n[nH]c(Cc2ccccc2)n1 (centres undefined)	4	-4	43	-6	3	-7	0	-1.4	-0.8	-6
41	CS(=O)(=O)N1CCC(C(=O)Nc2ccc(F)c(Cl)c2)CC1	-2	-6	10	1	-5	7	-1	-1.3	-3.4	3
42	CC(C)NC(=S)N1CCN(Cc2ccc3c(c2)OCO3)CC1	-11	-5	-1	-1	1	-11	1	·	0.4	1
43	CC(C)N(Cc1nc(-c2ccccc2)no1)C(=O)C(C)(C)C	5	10	13	2	0	-8	-3	-1.0	-0.5	-3
44	C[C@@H]1C=C(C(=O)NC2CC2)O[C@H](OCc2ccc(CO)cc2)C1	-19	-4	21	-5	-1	7	-3	0.6	2.0	-13
45	CC(C)c1ccccc1OCC(O)CN(CC(O)COc1cccc2ccccc12)C(C)C (centres undefined)	-2	-6	-25	5	0	-19	-5	0.2	-0.7	-4
46	CCOc1ccc(NC(=O)CCC(=O)NNC(=O)Nc2ccc(Cl)cc2)cc1	17	6	-21	-1	·	·	·	0.0	-0.2	·
47	CCOCCCNC(=O)C(c1ccc(Cl)cc1)N(Cc1ccc2c(c1)OCO2)C(=O)CNC(C)=O (centres undefined)	3	3	8	1	-1	-3	-2	0.3	1.7	10
48	COc1cccc(C(=O)COC(=O)c2cccs2)c1	-9	-3	5	-3	-7	-3	-1	-1.9	-0.9	6
49	COC(=O)c1ccc(OCC(O)CN(CCO)CCO)cc1 (centres undefined)	-18	-5	-10	-7	2	-3	0	-2.8	-2.0	-2
50	Cc1cc(OCCn2ccnc2)cc(C(C)C)c1	14	4	-4	-1	-1	-12	-2	-1.8	-0.8	-1

(more compounds)
no.	Compound	Rtt109 HAT inh	CAL PDZ FP-1	SR-BI DiI-HDL act	Keap1-Nrf2 PPI	cardiac RTF act	PKA-R2B act	DAGLB inh	CAL PDZ FP-2	LANA DNA inh	Cardiac RTF inh
51	Cc1ccc(C)c(NC(=O)CN(C)C(=O)c2ccc(-c3ccc(Cl)cc3)o2)c1	?	-1	-12	0	-11	5	0	-2.2	0.0	-21
52	CC1CC(C)(C)NC(=S)N1CCCC(=O)N1CCN(c2ccc(F)cc2)CC1 (centres undefined)	-1	·	-3	2	2	0	-4	0.2	0.3	-8
53	O=C(Nc1cccc(C(=O)N2CCCCC2)c1)c1ccccc1Br	5	-1	-11	-4	2	13	2	-2.3	0.2	-4
54	O=C(O)C1C2C=CC3(CN(Cc4ccccn4)C(=O)C13)O2 (centres undefined)	-5	-7	10	1	-7	-3	0	0.0	2.6	1
55	CCOC(=O)N1CCN(CC(O)COc2ccccc2C(C)CC)CC1 (centres undefined)	-1	0	16	-5	0	-6	-1	0.0	-1.3	-6
56	COc1ccc(NC(=O)CCNS(=O)(=O)c2ccc3[nH]c(=O)oc3c2)cc1Cl	-14	-3	7	-7	5	2	-1	-2.0	-1.0	9
57	COc1ccc(/C=N/Nc2ncnc3c2[nH]c2ccc(C)cc23)c(OC)c1OC	-3	·	0	0	·	·	·	1.2	2.3	·
58	COc1cccc(NC(=O)COC(=O)CCSc2ccccc2)c1	1	-4	8	-1	1	3	-2	-2.8	-1.6	-16
59	N#Cc1nc(-c2ccc(OCc3ccc(Cl)cc3)cc2)oc1N1CCC(C(N)=O)CC1	-4	-1	-28	2	-2	-1	1	0.0	0.3	-2
60	COc1cccc(-c2cc(C(=O)Nc3cccc(O)c3)no2)c1	-10	·	-18	-2	3	-16	-3	-5.0	4.6	-4
61	COc1ccc(-n2c(SC3CCOC3=O)nc3ccccc3c2=O)cc1Cl (centres undefined)	3	3	-10	-5	8	-8	0	-16	-1.8	-2
62	Fc1ccc(N2N=C(c3cccs3)CC2c2ccco2)c(F)c1 (centres undefined)	-36	0	-10	-4	-6	-19	-10	0.3	2.2	-5
63	Cc1cc(=O)[nH]c(N/N=C/c2c(C)nn(-c3ccccc3)c2Cl)n1	1	0	·	-2	0	0	2	-2.9	0.4	-11
64	Cc1ccc(Cl)cc1NC(=O)NCCN1CCCCC1	-5	-4	27	-2	-3	-5	-2	-0.6	1.3	-3
65	COc1ccc(OCCCNCCc2ccccc2)cc1	13	2	-9	-2	-2	-4	-2	-2.2	0.8	-2
